TDP1 inh: TDP1 (human) enzyme inhibition | Q9NUW8 | AID 485290 | actives 0.28% (n = 350,000) | Potency, µM (top dose mostly 130 µM), for inactives: top-dose activity change, negative = inhibition, hits mostly inhibitors | recombinant TDP1, AlphaScreen DNA substrate cleavage; also: nearly all actives have a fitted effect of over 40% in size
Target sequence (Q9NUW8 whole entry, looked up): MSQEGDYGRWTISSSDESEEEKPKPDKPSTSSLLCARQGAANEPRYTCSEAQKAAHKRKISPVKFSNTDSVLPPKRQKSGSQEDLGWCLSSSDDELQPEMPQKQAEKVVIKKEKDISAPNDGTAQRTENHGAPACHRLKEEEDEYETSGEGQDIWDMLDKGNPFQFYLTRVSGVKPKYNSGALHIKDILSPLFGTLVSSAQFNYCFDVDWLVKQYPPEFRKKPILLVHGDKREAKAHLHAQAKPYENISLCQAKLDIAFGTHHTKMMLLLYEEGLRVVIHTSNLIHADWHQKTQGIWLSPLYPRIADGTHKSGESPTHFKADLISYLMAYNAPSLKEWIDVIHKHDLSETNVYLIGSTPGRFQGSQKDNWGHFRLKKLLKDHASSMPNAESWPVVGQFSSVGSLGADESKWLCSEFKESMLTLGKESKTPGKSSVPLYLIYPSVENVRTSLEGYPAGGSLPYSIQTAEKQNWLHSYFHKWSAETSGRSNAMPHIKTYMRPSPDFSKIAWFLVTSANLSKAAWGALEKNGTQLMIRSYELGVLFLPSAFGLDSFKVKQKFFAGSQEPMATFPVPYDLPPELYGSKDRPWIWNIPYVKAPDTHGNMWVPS
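AlphaScreen read-out: signal falls as enzyme removes the 3' tyrosine-FITC from a 5'-biotinylated DNA oligo (15 nM, 5 min, RT). Enzyme was E. coli-made recombinant Tdp1 at 1 nM, exposed to compound for 15 min beforehand; beads 10 ug/ml, 10 min.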
DT40 TDP1 no CPT: qHTS for Inhibitors of human tyrosyl-DNA phosphodiesterase 1 (TDP1): qHTS in cells in absence of CPT; Potency, µM (series often up to 46.2 µM), without a hit: at the top dose activity change, negative = growth inhibition, actives largely listed as inhibitors; DT40 Tdp1-/- hTDP1 cells, no CPT, ATP luminescence, 48 h; actives 15% (n = 420,000); also: nearly all actives have a fitted effect of over 55% in size
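Growth of hTDP1-complemented DT40 Tdp1-knockout cells is measured by ATP luminescence after at least 48 hr compound exposure at 37 °C, with DMSO substituting for the 20 nM CPT used in the parallel screen.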
N370S GC mod: inhibitors or activators of N370S glucocerebrosidase for Gaucher disease | actives 0.092% (n = 330,000) | Potency, µM (top dose mostly 59.4 µM), for inactives: at the highest dose activity change, negative = inhibition, usual class: inhibitors | N370S GC spleen homogenate, 4MU-glucoside fluorescence | P04062;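 also: 0% = full enzyme activity and -100% = no enzyme basal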
* marks the source's active call; other numbers are inactive results; ? = inconclusive; . = no result given; [ ] = dose if it differs, or a comment. Calls follow the shape of the dose curve; as a rule, active = well fitted curve in the direction sought with a large enough effect; inconclusive = small, poorly fitted or top-dose-only effect, or another doubt; inactive = no such curve, though single readings can be large; an effect the other way counts as inactive or inconclusive. Unless noted, % is scaled to controls: 0 for no effect and ±100 for the full control effect; potency is read from the fitted curve at half-maximal effect. Only part of the results is shown; count on the stated rates, not on these rows.

SMILES	TDP1 inh	DT40 TDP1 no CPT	N370S GC mod
CCCCCOc1ccc(/C=C/c2c([N+](=O)[O-])c(=O)n(C)c(=O)n2C)cc1	.	21µM*	-4%
COc1ccc(CNC(=O)c2c(Nc3ccccc3C)sc(C(=O)c3ccccc3)c2N)cc1	12%	5.2µM*	.
O=C(O)C(CO)N=Cc1c(O)c2ccccc2oc1=O (stereo not given)	0%	-22%	-8%
CCOC(=O)c1ccc(NCc2ccc3c(c2)OCO3)cc1	-1%	-14%	16%
Cc1ccc(C(=O)COC(=O)CCC(=O)NC2CCCCC2)cc1[N+](=O)[O-]	-5%	0%	-4%
Cc1cccc(NC(=O)Cn2nc(C(F)(F)F)cc2C2CC2)c1	-4%	-16%	?
Cc1ccc2ncccc2c1[N+](=O)[O-]	-5%	0%	4%
CCOc1ccc(CNc2nnnn2C)cc1OC	3%	-5%	-28%
O=C(CN1CCN(Cc2ccccc2F)C1=O)NCc1ccco1	3%	-7%	5%
O=C(c1ccco1)N1CCCN(C(=O)c2ccco2)CC1	1%	-30%	-4%
O=c1[nH]c(SCc2ccc([N+](=O)[O-])cc2)nc2[nH]ncc12	-1%	-11%	-1%
CCOc1ccccc1NC(=O)C1=C(C)NC(=O)NC1c1cccs1 (stereo not given)	2%	-15%	13%
C=CCNC(=O)c1ccc(N(Cc2ccccc2)S(C)(=O)=O)cc1	.	-22%	-8%
O=C(O)CSc1nnc(Cn2cnc3ccccc32)n1CCc1ccccc1	-4%	-3%	1%
O=S(=O)(c1ccc(Cl)cc1)N1CCCC1c1nc2ccccc2s1 (stereo not given)	6%	-19%	21%
Cc1ccc(CNC(=O)Cn2ccc(NC(=O)OCc3ccccc3)nc2=O)o1	4%	-15%	.
Cc1ccc(NC2CCCN(C(=O)c3ccc(F)cc3)C2)cc1C (stereo not given)	8%	?	-21%
CCCCCn1c(=N)c(S(=O)(=O)c2ccc(Cl)cc2)cc2c(=O)n3cccc(C)c3nc21	11%	-26%	-3%
O=C(c1ccco1)N1CCN(CC(O)Cn2c3ccccc3c3ccccc32)CC1 (stereo not given)	9%	?	-10%
Cc1cc(C)cc(OCCCCCNCCO)c1	5%	-23%	6%

A draw from above in order of heavy-atom count, smallest number first.
SMILES	TDP1 inh	DT40 TDP1 no CPT	N370S GC mod
O=C(O)C(CO)N=Cc1c(O)c2ccccc2oc1=O (stereo not given)	0%	-22%	-8%
O=C(c1ccco1)N1CCCN(C(=O)c2ccco2)CC1	1%	-30%	-4%
CCOC(=O)c1ccc(NCc2ccc3c(c2)OCO3)cc1	-1%	-14%	16%
C=CCNC(=O)c1ccc(N(Cc2ccccc2)S(C)(=O)=O)cc1	.	-22%	-8%
Cc1ccc(CNC(=O)Cn2ccc(NC(=O)OCc3ccccc3)nc2=O)o1	4%	-15%	.
CCCCCn1c(=N)c(S(=O)(=O)c2ccc(Cl)cc2)cc2c(=O)n3cccc(C)c3nc21	11%	-26%	-3%

The list continues:
SMILES	TDP1 inh	DT40 TDP1 no CPT	N370S GC mod
CC(=O)c1ccc(N2CCN(C(=O)C3CCCN3S(=O)(=O)c3cccc4nsnc34)CC2)cc1 (stereo not given)	2%	-24%	-1%
COc1ccccc1-c1nnc(SCC(=O)c2ccc(C3CCCCC3)cc2)n1Cc1ccco1	7%	23µM*	12%
CCS(=O)(=O)N1CCN(Cc2c[nH]c3ccccc23)CC1	?	-29%	0%
COc1ccc(N(C)C(=O)c2cnc(N3CCN(c4ncccn4)CC3)c3ccccc23)cc1	4%	?	0%
COC(=O)c1ccc(-c2ccc(F)cc2)nc1C	5%	-3%	1%
CCOC(=O)N1CCN(C(=S)NC(=O)c2cccc(OC)c2)CC1	-2%	-3%	.
COC(=O)c1ccccc1NC(=O)CSc1nnc2cc(C)c3cc(C)cc(C)c3n12	5%	?	.
CC(=O)NCCC(=O)N1CCc2c([nH]c3ccccc23)C1c1cccc(C)c1 (stereo not given)	6%	-25%	-7%
N[C@@H]1C(O)OC(CO)C(O)C1O (stereo not given in full)	11%	.	8%
Nc1ccc(-c2nc3ccc(N)cc3s2)cc1	.	?	?
CCN(CC)C(=O)Nc1cnc2ccccc2c1	5%	5%	-13%[2.35 µM]
C[C@@H](C(=O)OCn1nnc2ccccc2c1=O)N1C(=O)C2CCCCC2C1=O (stereo not given in full)	0%	-6%	-1%
COc1ccc(NC(=S)N/N=C2\CC(C)(C)Oc3ccc(O)cc32)cc1	6%	?	-3%
CC1(C)CC(=O)c2c(O)cc(OCC(=O)NCCc3ccc(S(N)(=O)=O)cc3)cc2O1	.	-27%	-3%
COc1ccccc1-c1ccc(SCC(=O)NC2CCCCC2)nn1	1%	-21%	-6%
COc1ccc(CCNC(=O)CCCCn2c(=O)c3ccccc3n(CC(=O)Nc3ccc(C)cc3C)c2=O)cc1OC	5%	-22%	.
COc1ccc(C(=O)Nc2ccnn2C2CCN(Cc3ccncc3)CC2)cc1	4%[56.1 µM]	-9%	-9%
CN(CC(=O)NCc1ccc(Cl)cc1)S(=O)(=O)c1cccc2nsnc12	3%	-24%	10%
CCCCn1c(=O)n(CC(=O)Nc2c(CC)cccc2CC)c(=O)c2c1nc(CO)n2CCC	5%	-26%	-1%
S=C(NCc1ccccn1)Nc1ccc(Cl)c(Cl)c1	3%	?	-26%

Grouped by structure, those above with a thiophene ring, fused or not.
SMILES	TDP1 inh	DT40 TDP1 no CPT	N370S GC mod
COc1ccc(CNC(=O)c2c(Nc3ccccc3C)sc(C(=O)c3ccccc3)c2N)cc1	12%	5.2µM*	.
CCOc1ccccc1NC(=O)C1=C(C)NC(=O)NC1c1cccs1 (stereo not given)	2%	-15%	13%

The results go on:
SMILES	TDP1 inh	DT40 TDP1 no CPT	N370S GC mod
Cn1c(=O)c2c(ncn2CC(=O)N/N=C/c2ccco2)n(C)c1=O	3%	-7%	4%
C[C@H]1CS(=O)(=O)CCN1/N=C\c1ccc([N+](=O)[O-])o1	13%[21 µM]	.	3%[21.6 µM]
CNc1ccc(Br)cc(C(=O)/C=C/c2ccc(OC)cc2OC)c1=O	.	15µM*	6%
Cc1cc(C)n(-c2nnc3c4ccccc4n(C)c3n2)n1	.	?	0%
C[C@@H]1COC(=O)[C@@H](CC(=O)OC(C)(C)C)C/C=C\C[C@@H](CC(=O)N[C@@H](CO)Cc2ccccc2)C(=O)N1	0%	?	.
Cc1nnc(N2C(=O)C(O)=C(C(=O)c3ccco3)C2c2cccc3ccccc23)s1 (stereo not given)	-6%	-17%	12%
COC(=O)CSC1=C(C#N)C(c2ccc(F)cc2)CC(=O)N1 (stereo not given)	0%	?	-5%
O=C(COC(=O)c1cc(=O)[nH]c2ccccc12)NCc1ccccc1Cl	2%	8%	.
COc1ccc2[nH]cc(CCNS(=O)(=O)c3ccc(C)cc3)c2c1	.	-24%	-3%
O=C(NCCc1ccccc1)c1cnc2sc(N3CCCC3)nn2c1=O	-3%	21µM*	.
COc1ccc(CCn2c(=O)c3cccnc3n(CC(=O)Nc3cccc(C)c3)c2=O)cc1OC	2%	-13%	.
COC(=O)[C@H](C)NC(=O)Nc1ccc(OC(F)(F)F)cc1	5%	-2%	3%
COc1cccc(NC(=O)CSc2ccc(-c3ccco3)nn2)c1	3%	?	18%
CCOC(=O)CC(NS(=O)(=O)c1ccc2[nH]c(=O)sc2c1)c1ccc(C)cc1 (stereo not given)	.	-7%	?
CC1(C)NC(=O)N(CCCCOc2ccc3ccccc3c2Cl)C1=O	3%	-23%	4%
CCOC(=O)CSc1nc2ccccc2c(=O)n1C1CCCC1	-5%	-15%	30%
O=C1[C@@H]2CSCN2C(=O)CN1Cc1c(F)cccc1Cl	.	7%	-2%
Cc1cc(C)c(OCCN(C)Cc2ccccc2)c(Br)c1	-5%	?	-4%
COc1ccc(O)c(/C=N/NS(=O)(=O)c2ccc(C)cc2)c1	5%	14%	3%
CCn1c(=O)c2sccc2n2c(CCCC(=O)Nc3ccc(Oc4ccccc4)cc3)nnc12	8%	15µM*	.
COc1ccc(S(=O)(=O)c2nnn(-c3ccccc3Cl)c2N)cc1	0%	-9%	-8%
COc1ccc(S(=O)(=O)c2c(SC)nn(CC(=O)Nc3cccc(C)c3C)c2N)cc1	0%	?	.
O=c1[nH][nH]c(C(F)(F)F)c1C=Nc1cccc(Cl)c1	6%	-5%	3%
CN(C)c1ccc(/C=N/NC(=O)c2sccc2-n2cccc2)cc1	6%	-16%	-5%
CCCCOC(=O)C(C#N)c1nc2ccccc2nc1N1CCOCC1 (stereo not given)	10%	?	25%
CN(NS(=O)(=O)c1ccc(F)cc1)c1ncc(C(F)(F)F)cc1Cl	0%	-14%	-2%
Nc1cccc(S(=O)(=O)N2CCOCC2)c1	1%	17%	.
CC(=O)ON1C(C)(C)CC(OC(=O)c2ccccc2)CC1(C)C	4%	-27%	5%
O=C(N/N=C(\c1ccccc1)c1cccnc1)C(O)(c1ccccc1)c1ccccc1	2%	?	-13%
Cc1ccccc1Cn1c2ccccc2c2cnn(CC(=O)NC(C)CCc3ccccc3)c(=O)c21 (stereo not given)	0%	9.2µM*	.
Cc1ncc(CO)c(/C=N/NC(=O)c2ccoc2C)c1O	-7%	?	-3%
Cc1ccc(N(CC(=O)Nc2ccc(F)c(Cl)c2)S(=O)(=O)c2c(C)noc2C)cc1	4%	?	7%
Cc1ccc(NC(=O)c2cccc(OC(F)F)c2)c(OC(F)F)c1	-3%	?	9%
CCOc1ccc(/C=N/OCC(=O)Nc2ccc(OCc3ccccc3)cc2)cc1OC	8%	?	9%
CC(Oc1ccc2c3c(c(=O)oc2c1)CCCC3)C(=O)NCCN1CCOCC1 (stereo not given)	2%	2%	-22%
CCOC(=O)c1cn(CC)c2ccc(S(=O)(=O)N3CC(C)CC(C)C3)cc2c1=O (stereo not given)	6%	-18%	-11%
O=P(O)(CN1CCCCC1)CN1CCCCC1	2%	.	-1%
CC(=O)c1ccc(OC(=O)COc2ccccc2)cc1	.	22%	-8%
CCCN(CC(=O)Nc1ccc(Cl)cc1Cl)C(=O)/C=C/c1cc(OC)ccc1OC	5%	29µM*	?
O=c1c2c(nc3c(-c4ccccc4)c[nH]n13)CCC2	5%	16µM*	1%

The list goes on, overlapping the part above by four compounds.
SMILES	TDP1 inh	DT40 TDP1 no CPT	N370S GC mod
O=P(O)(CN1CCCCC1)CN1CCCCC1	2%	.	-1%
CC(=O)c1ccc(OC(=O)COc2ccccc2)cc1	.	22%	-8%
CCCN(CC(=O)Nc1ccc(Cl)cc1Cl)C(=O)/C=C/c1cc(OC)ccc1OC	5%	29µM*	?
O=c1c2c(nc3c(-c4ccccc4)c[nH]n13)CCC2	5%	16µM*	1%
COc1ccc(C(NC(=O)CC(C)C)NC(=O)CC(C)C)cc1OC	6%	11%	8%
Clc1cccc(CNCCCSc2nnnn2-c2ccccc2)c1	-2%	?	.
O=C(Nc1ccc(SC(F)F)cc1)c1ccc(F)cc1	3%	-3%	3%
CC(=O)Oc1cccc(/C=C2\Sc3ccccc3C2=O)c1	0%	?	3%
CCOC(=O)N1CCN(C(=O)CSc2nc(CC)nc3c2c(=O)n(C)c(=O)n3C)CC1	0%	?	5%
COc1ccc(CCNC(=O)CSc2ncc(C(=O)Nc3ccccc3)c(=O)n2C)cc1	-13%	?	4%
O=C(CN(C(=O)c1csnn1)c1ccccc1Cl)NC1CCCC1	2%	5%	0%
Cc1ccnc(NS(=O)(=O)c2ccc(NC(=O)C34CC5CC(C)(CC(C)(C5)C3)C4)cc2)n1	-5%	-6%	10%
O=C(O)Cc1c(-c2ccccc2)c2cc(Br)ccc2[nH]c1=O	2%	15%	-1%
CN(Cc1ccco1)c1cc(-c2ccccc2Cl)ncn1	10%[56.1 µM]	2%	-15%
CN=c1scc(-c2ccccc2F)n1/N=C/c1ccc(O)c(O)c1O	10%	12µM*	-19%
CCOC(=O)N1CCC(N(CCCOC)C(=O)Nc2cccc(OC)c2)CC1	4%	?	-11%
CCc1ccc(Nc2nnc(SCC(=O)N(C)CC(=O)Nc3ccccc3CC)s2)cc1	4%	15µM*	5%
CCOC(=O)N1CCN(C(=O)C2CCN(Cc3nc(-c4ccccc4C)oc3C)CC2)CC1	4%	?	-12%
COc1ccc(C(F)(F)F)cc1N/C=C\c1nnnn1-c1ccccc1	-2%	?	6%

Bioassay records as filed in PubChem BioAssay.
